Screening data deposited in PubChem by The Scripps Research Institute Molecular Screening Center.
TAAR1 agonist: agonists of human TAAR1 | AID 624467 | CHO RD-HGA16 TAAR1, Fluo-8 calcium fluorescence; vehicle wells 0%, saturating PEA agonist 100% | 0.99% of 360,000 active | activation, % at 3 µM | Q96RJ0;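 active = activation above the mean activation of all test compounds in the run plus 3 SD, cut at about 38% in these data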
Target sequence (Q96RJ0 whole entry, looked up): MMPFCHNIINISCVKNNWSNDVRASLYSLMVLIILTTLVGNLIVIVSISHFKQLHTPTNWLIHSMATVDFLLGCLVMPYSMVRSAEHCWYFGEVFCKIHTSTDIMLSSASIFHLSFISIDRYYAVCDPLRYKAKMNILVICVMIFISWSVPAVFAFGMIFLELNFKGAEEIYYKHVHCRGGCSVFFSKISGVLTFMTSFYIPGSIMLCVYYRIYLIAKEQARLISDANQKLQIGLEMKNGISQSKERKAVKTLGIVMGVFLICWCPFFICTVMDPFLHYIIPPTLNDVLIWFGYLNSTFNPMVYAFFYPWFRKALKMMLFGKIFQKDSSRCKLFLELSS
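test system = CHO RD-HGA16 cells carrying human TAAR1 plus Gα16 | schedule = 17-24 h seeding, 75 min 37 °C dye, 30 min RT | compound dosing = 3 µM single concentration | control set = DMSO and PEA EC100 | replicates = n 1 | signal = Fluo-8 fluorescence, 5 s baseline then 140 s kinetic read | measure = percent activation vs PEA EC100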
CHO-K1 Ca antag: nonselective inhibitor or artifact in parental CHO-K1 cells; ATP-induced calcium, Fluo-8 fluorescence; inhibition, % at 3 µM; 0.6% of 360,000 active;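 active = inhibition above a per-plate cutoff, the plate's mean sample inhibition plus 3 SD, cut at about 24% in these data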;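 note: 0% = DMSO plus EC80 ATP and 100% = DMSO alone without ATP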
M1 ag: human M1 muscarinic receptor agonism | activation, % at 3 µM | 0.33% of 360,000 active | CHO-K1 hM1, Fluo-8 calcium fluorescence, agonist mode; 0% DMSO, 100% acetylcholine EC100 | P11229 | AID 588814;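 active = activation above the run's mean compound activation plus 3 SD, cut at about 16% in these data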;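 note: peak over basal fluorescence ratio within a 140 s kinetic read after compound addition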
CHO parental Ca: signal in parental CHO cells, OX1R antagonist counter-screen; parental CHO-K1, ATP-induced calcium, Fluo-8 fluorescence; inhibition, % at 5.6 µM; 0.63% of 330,000 active;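 active = inhibition above that plate's mean sample inhibition plus 3 SD, cut at about 26% in these data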;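 note: 0% = ATP-challenged DMSO wells and 100% = DMSO wells without ATP; some compounds past the cut are filed as inactive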
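material = parental CHO cells | also added = ATP as calcium-mobilizing challenge | dosing = single point at 5.6 µM | detection = intracellular calcium via Fluo-8 no-wash fluorescent dye | read-out = % inhibition | benchmarks = low control ATP plus DMSO, high control DMSO only | repeats = one well per compound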
CHO-K1 Ca PAM: M1 PAM counterscreen hit in parental CHO-K1 cells | ATP EC20, Fluo-8 calcium fluorescence; 0% at ATP EC20, 100% at ATP max | activation, % at 3 µM | 0.02% of 360,000 active;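 active = activation above the run cutoff, the mean activation of all test compounds plus 3 SD, cut at about 40% in these data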;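 note: peak over basal fluorescence ratio in a 140 s read after ATP addition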
CHO-K1 Ca ag: nonselective activator or artifact in parental CHO-K1 cells. AID 602248. Fluo-8 calcium fluorescence; scaled to maximal ATP response, vehicle zero. activation, % at 3 µM. 0.48% of 360,000 active; in the data active = activation above about 15%;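 note: untransfected CHO-K1 host cells lacking M1 receptor as counterscreen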
CHRM1 antagonist: antagonists of human M1 muscarinic receptor | AID 588852 | 1.3% of 360,000 active | P11229 | inhibition, % at 3 µM | CHO-K1 hM1, Fluo-8 calcium fluorescence, ACh EC80 antagonist;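 active = percent inhibition above its own plate's cutoff, namely the mean of that plate's compound wells plus 3 SD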;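 note: peak over basal fluorescence ratio during 140 s after agonist addition; 0% = ACh EC80 plus DMSO and 100% = DMSO alone without agonist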
OXTR potentiator: human OXTR potentiation. CHO-OTR cells, Fluo-8 calcium fluorescence, potentiator mode; 0% = oxytocin EC15, 100% = EC100. activation, % at 3 µM. 0.061% of 320,000 active. AID 2445;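 active = activation above that plate's cutoff, the mean activation of tested compounds plus 3 SD, cut at about 6.6% in these data, passing the limit was not always enough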;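 note: 100% uses oxytocin at 75 nM as the full agonist control; some results filed as inactive read as strong as hits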
Target sequence (P30559 whole entry, looked up): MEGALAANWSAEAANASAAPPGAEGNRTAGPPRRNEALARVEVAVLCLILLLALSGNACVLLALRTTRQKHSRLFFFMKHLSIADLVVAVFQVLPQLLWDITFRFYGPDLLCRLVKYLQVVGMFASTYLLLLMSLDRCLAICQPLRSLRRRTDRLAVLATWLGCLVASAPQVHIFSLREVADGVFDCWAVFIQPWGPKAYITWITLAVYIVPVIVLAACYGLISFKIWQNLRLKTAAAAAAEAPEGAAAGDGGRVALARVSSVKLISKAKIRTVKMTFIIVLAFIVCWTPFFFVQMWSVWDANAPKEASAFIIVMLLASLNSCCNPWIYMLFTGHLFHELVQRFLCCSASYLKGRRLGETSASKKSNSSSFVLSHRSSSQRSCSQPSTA
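Material: human OTR in CHO cells. Compound: 3.0 µM, one dose. Timing: compound 6 min at room temperature before oxytocin, 100 s read. Evaluation: % activation of max/min ratio relative to oxytocin controls. Replication: single well per compound, singlicate. Signal: Fluo-8 calcium dye fluorescence.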
TAAR1 antagonist: human TAAR1 antagonism; Q96RJ0; CHO RD-HGA16 TAAR1, Fluo-8 calcium fluorescence, antagonist; inhibition, % at 3 µM; 1.5% of 360,000 active; AID 624466;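 active = inhibition above a per-plate cutoff, the mean inhibition of test compounds on that plate plus 3 SD, cut at about 49% in these data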;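 note: 0% = DMSO plus EC80 beta-PEA response and 100% = DMSO alone without agonist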
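Test system: hTAAR1-expressing CHO RD-HGA16 cells, Gα16-coupled; Probe or stimulus: EC80 β-phenethylamine stimulus; Compound dosing: single nominal final test compound concentration of 3 µM; Timing: 140 s kinetic read after compound, 140 s after agonist; Signal: Fluo-8 calcium-sensitive fluorescence; Measure: % inhibition of agonist calcium response; Controls: DMSO and EC80 PEA controls.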
Numbers without * were called inactive; / = no result given.

Values run as follows: TAAR1 agonist	CHO-K1 Ca antag	M1 ag	CHO parental Ca	CHO-K1 Ca PAM	CHO-K1 Ca ag	CHRM1 antagonist	OXTR potentiator	TAAR1 antagonist
COc1cccc(-c2nc(N3CCC(C)CC3)c3ccccc3n2)c1O
    7	-15	-2	-25	18	0.8	-19	0	-30
COc1ccc(S(=O)(=O)N2CCCCC2c2cc(C(=O)NCc3ccccc3)no2)cc1 (stereo not given)
    1	-3	-3	/	14	1.9	-18	/	2
COc1ccc(S(=O)(=O)N/N=C(/C)c2ccco2)cc1
    4	-2	2	-10	-2	0.3	-7	-7	-9
Cc1ccnc(N/N=C/c2ccccc2)n1
    9	21	-6	19	-6	-0.2	15	-3	5
N#Cc1nc(-c2ccccc2)oc1NCCCn1ccnc1
    1	-9	-8	-16	-6	1.9	-7	-9	-18
CCNC(=S)NNC(=O)c1ccc(S(=O)(=O)NCc2ccco2)cc1
    4	0	-1	-10	-1	-0.6	-13	0	-19
COc1cc(CNCc2ccc(Br)cc2)cc(OC)c1
    10	18	1	-7	-12	15*	7	-18	1
O=C(Nc1ccc(C(F)(F)F)cc1)c1cccc(-n2cnnn2)c1
    7	-8	-2	18	3	5.7	-11	-10	15
COc1cccc(CN2CC(C(=O)N3CCSCC3)CCC2=O)c1 (stereo not given)
    2	6	-4	/	0	-0.1	-11	/	-18
COC(=O)c1sc(C(F)(F)F)c(-c2ccccc2)c1S(=O)(=O)NC(C)(C)C
    -2	-4	-4	-27	-1	-0.1	-5	0	-5
O=C(CCN1CCOCC1)NNC(=O)Nc1cccc([N+](=O)[O-])c1
    0	-3	0	4	4	0.5	-11	-11	-12
CCN(CC)C(=O)[C@H]1CC(CC(=O)NCc2ccco2)C(=O)N2CCc3c([nH]c4ccc(OC)cc34)[C@]12C (stereo not given in full)
    1	-15	-5	-16	8	-0.2	-11	/	1
CCOc1ccc(C(=O)NCc2ccco2)cc1Cl
    -1	-17	-5	-11	27	0.3	-27	1	7
Cc1c(P(=O)(c2ccccc2)c2ccccc2)c2ccccc2n1C
    -2	0	-2	/	14	0.1	-3	/	-4
O=C(NCCCc1ccncc1)C1CCC(=O)N(Cc2cccc(C(F)(F)F)c2)C1 (stereo not given)
    1	-1	-6	/	22	2.7	-19	/	-16
C=CCNc1nc(C(=O)OCC(=O)c2ccc(OC)cc2OC)cs1
    2	3	-5	-26	5	0.5	-6	-1	-15
COc1ccc(NC(=O)CN(C)C(=O)C2=COCCO2)cc1
    0	-4	-2	-8	2	0.7	4	3	0
CCC1(c2ccc(F)cc2)NC(=O)NC1=O (stereo not given)
    5	-7	-4	9	0	0.9	-8	-8	-13
O=C(COC(=O)Cc1ccc(Cl)cc1)NCc1ccc(F)cc1
    -3	7	0	-12	10	0.3	-8	-7	-27
CCCCCCCCOC(=O)c1cc([N+](=O)[O-])c(Sc2ncnc3nc[nH]c23)c([N+](=O)[O-])c1
    4	-9	0	/	11	-0.1	-33	/	0
Cc1ccc(CN(C(=O)c2cc3ccccc3oc2=O)C2CCS(=O)(=O)C2)cc1 (stereo not given)
    3	-13	-3	-26	5	1.0	-13	0	5
COc1ccc(C2CC3(CC(C)(C)NC(=S)N3)Oc3cc(O)cc(C)c32)cc1 (stereo not given)
    1	-8	-6	-21	17	0.8	-5	-1	2
Cc1cc(C)cc(NC(=S)NCc2cccn2C)c1
    /	-12	-7	-9	17	3.6	-5	-7	/
CC1(Cc2ccc(Cl)c(Cl)c2)C(=O)Nc2c(Cl)ccc(Cl)c21 (stereo not given)
    23	-17	2	/	26	0.1	-16	/	21
O=C1CC(/C=C/c2ccco2)=Nc2ccccc2N1
    /	-4	-2	-14	9	1.6	-5	-10	/
CCC1CCCCN1c1ccc([N+](=O)[O-])cc1/C=N/NC(=O)Cn1c2ccccc2c(=O)c2ccccc21 (stereo not given)
    7	-5	-3	-15	5	-0.1	-5	-14	-9
COc1ccc(Cl)cc1NC(=S)Nc1ccc(Cl)cn1
    14	-12	-9	23	4	0.7	-8	-4	3
CN(CCO)S(=O)(=O)c1ccc2c(c1)C(=NN)c1cc(S(=O)(=O)N(C)CCO)ccc1-2
    5	-11	-4	-9	4	0.3	-4	2	-4
CCc1ccc(OCC(=O)OCC(=O)c2ccc3c(c2)NC(=O)CO3)cc1
    0	-17	2	-1	0	4.3	-9	-5	9
C/C(=N/OC(=O)c1ccc(C(F)(F)F)cc1)c1oc(C)nc1C
    3	-12	-2	-10	7	1.1	17	-8	-17

A section from the list above, as a working copy:
Values run as follows: TAAR1 agonist	CHO-K1 Ca antag	M1 ag	CHO parental Ca	CHO-K1 Ca PAM	CHO-K1 Ca ag	CHRM1 antagonist	OXTR potentiator	TAAR1 antagonist
COc1cccc(-c2nc(N3CCC(C)CC3)c3ccccc3n2)c1O
    7	-15	-2	-25	18	0.8	-19	0	-30
COc1ccc(S(=O)(=O)N2CCCCC2c2cc(C(=O)NCc3ccccc3)no2)cc1 (stereo not given)
    1	-3	-3	/	14	1.9	-18	/	2

Later entries
Values run as follows: TAAR1 agonist	CHO-K1 Ca antag	M1 ag	CHO parental Ca	CHO-K1 Ca PAM	CHO-K1 Ca ag	CHRM1 antagonist	OXTR potentiator	TAAR1 antagonist
COc1ccccc1OCc1ccc(C(=O)NC2CCCCC2)o1
    1	-14	3	-10	14	0.1	-11	1	-21
CC(=O)Nc1ccc(NC(=O)CSc2nnc(NC(=O)C3CC(=O)N(c4ccccc4)C3)s2)cc1 (stereo not given)
    4	-14	-1	-6	16	0.9	5	-4	-10
Nc1ncnc2c1ncn2[C@@H]1O[C@H](CNC(=O)[C@@H]2CCCN2S(=O)(=O)c2ccc(F)cc2)[C@@H](O)[C@H]1O
    0	-3	-2	-11	-4	0.3	-8	/	-8
O=C(NCCN1CCN(c2ccccc2F)CC1)c1ccc2nc3ccccc3c(=O)n2c1
    2	-11	-9	/	12	3.5	-8	/	17
Cc1cc2c(C)cc(=O)oc2c2c1NCCC2
    2	-15	-6	-10	18	-1.1	-5	1	7
NC1=NC(=Nc2ccc(S(=O)(=O)N3CCOCC3)cc2)c2ccccc21
    4	-3	-1	12	3	9.8	7	-3	-19
COc1cc2nc(Nc3cccc(F)c3)nc(N)c2cc1OC
    37	-1	-7	-10	2	4.8	-13	-9	29
CC(Sc1nnnn1C1CCCCC1)C(=O)O (stereo not given)
    7	-5	-7	13	16	0.0	-11	-6	3
O=C(NCCS(=O)(=O)N1CCN(c2ccccc2)CC1)C1CC(=O)N(c2ccccc2)C1 (stereo not given)
    3	-16	-2	-10	15	0.2	-13	-2	-26
O=S(=O)(c1cccc2cccnc12)N1CCN(Cc2ccccc2)CC1
    2	-13	-6	-17	21	1.1	-7	-6	-22
O=S(=O)(c1cccc2cccnc12)n1cnc2ccccc21
    3	12	1	-12	-1	0.0	-7	4	-4
O=C(Cc1cccs1)NC1(C(=O)NC2CCCC2)CCCCC1
    1	-6	-7	3	19	2.2	-17	-5	-11
CC(=O)c1cc2c(cc1NS(=O)(=O)c1ccc3c(c1)OCCO3)OCO2
    9	15	-9	-4	-12	2.4	23	-4	-13
Cc1c2c(n3c(nc4ccccc43)c1C#N)N(CCN1CCOCC1)CC2
    0	-5	-5	-9	4	-0.3	0	-12	-1
O=C(CSc1nnnn1-c1cccc2ccccc12)Nc1ccc(N2CCOCC2)c(Cl)c1
    5	-14	5	-10	24	0.3	-25	-5	17
CC(C)(C)OC(=O)C[C@@H]1C/C=C\C[C@@H](CC(=O)N(CCO)Cc2ccccc2)C(=O)N[C@H](C(C)(C)C)COC1=O
    23	-22	-2	-25	8	2.3	-3	0	19
Cc1cc(NC(=O)c2ccc(COc3ccccc3Cl)o2)no1
    0	-12	-6	53*	7	1.5	3	-3	-19
CCOc1ccc(C(CC(=O)O)NS(=O)(=O)c2ccc(C)cc2)cc1OC (stereo not given)
    2	-11	-2	-1	11	0.3	-15	-4	-21
CC(C)(C)c1ccc(C(=O)NC(=O)COC(=O)c2ccco2)cc1
    -1	7	-6	/	0	-0.1	-1	/	-1
CC(=O)Nc1ccc(Oc2cc(C#N)c(C#N)cc2N2CCCCCC2)cc1
    14	-4	-3	-9	18	2.4	-11	-21	20
CCOC(=O)c1csc(-n2nc(C)cc2C(F)(F)F)n1
    -2	-17	-5	-11	10	1.4	0	-10	-15
Cc1cccc(OC(C)C(=O)NCc2ccc(S(N)(=O)=O)cc2)c1 (stereo not given)
    0	0	-7	-5	10	0.0	-11	0	27
O=C(O)c1ccccc1CSc1nnc2c(n1)[nH]c1ccccc12
    4	-19	-2	-3	24	0.8	-11	-6	-3
O=C(N/N=C/c1ccccc1C(=O)O)c1ccncc1
    4	1	1	-6	-9	0.0	-23	-9	-5
CCOc1ccc(C(=O)NCC2CCCO2)cc1 (stereo not given)
    5	9	-4	2	2	0.0	-2	0	4
O=C1CC=Nc2ccc([N+](=O)[O-])cc21
    0	-4	-1	/	-5	0.3	-5	/	-17
Clc1ccc(Cn2nnc(-c3ccccc3)n2)cc1
    -3	-6	-5	-6	17	0.6	-4	-10	17
N#Cc1c(-c2ccccc2)ccn(Cc2ccccc2Cl)c1=O
    15	-21	-3	-6	17	1.5	-14	-5	9
Nc1ccc2c(c1)[nH]c(=O)c1cc(N)ccc12
    0	-7	-3	/	9	0.2	-6	/	2
COc1cc(SC)ccc1C(=O)Nc1ccc(Cl)cn1
    -1	-3	-15	-19	20	0.6	-2	-11	-14
C=CCn1c(N2CCN(c3ccc(OC)cc3)CC2)nc2c1c(=O)n(C)c(=O)n2C
    1	-16	-2	5	5	7.0	-7	-8	-10
COc1ccc(OC)c(S(=O)(=O)NCC(c2ccc(F)cc2)N2CCN(C)CC2)c1 (stereo not given)
    1	-2	-7	-8	16	0.5	-11	-1	-15
Brc1ccc(-c2nnc(SCCC3OCCCO3)o2)cc1
    0	-7	-2	-8	9	1.0	-14	-13	-19
COC(=O)c1ccc(C2C(C#N)=C(N)Oc3cc(N)ccc32)cc1 (stereo not given)
    3	-9	-1	0	-4	0.8	4	-8	-8
CS(=O)(=O)c1ccc(Cl)c(NC(=O)c2cccc(N3C(=O)CCC3=O)c2)c1
    1	-7	-2	-10	9	1.3	-9	4	-4
Cc1c(Cl)cccc1NC(=O)c1cc(S(=O)(=O)N2CCOCC2)cn1C
    2	-1	1	-5	12	0.6	-20	-2	-7
